S1P4 ag = S1P4 receptor agonists, primary screen, cell-based; Sphingosine 1-phosphate receptor 4 (Homo sapiens), O95977; S1P4-expressing cell line, agonist reporter assay; activation, % at 4.98 µM; actives 0.35% (n = 220,000); AID 1509, 2009; in the data active = activation above about 11%;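 also: 0% = DMSO vehicle and 100% = reference agonist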
Target sequence (O95977 whole entry, looked up): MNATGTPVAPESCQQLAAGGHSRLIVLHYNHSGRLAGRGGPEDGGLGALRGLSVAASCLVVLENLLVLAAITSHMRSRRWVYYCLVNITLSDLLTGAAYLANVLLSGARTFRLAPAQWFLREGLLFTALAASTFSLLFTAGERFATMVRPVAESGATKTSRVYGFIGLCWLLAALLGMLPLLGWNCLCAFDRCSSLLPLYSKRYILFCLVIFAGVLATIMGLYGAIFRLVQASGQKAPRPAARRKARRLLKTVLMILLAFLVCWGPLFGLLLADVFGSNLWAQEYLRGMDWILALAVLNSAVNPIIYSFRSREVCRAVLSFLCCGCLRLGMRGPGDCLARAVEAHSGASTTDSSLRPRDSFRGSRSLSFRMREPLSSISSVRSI
EP2 mod = EP2 receptor modulators, cAMP readout, primary screen, cell-based, HTRF cAMP, PGE2 stimulation; Prostaglandin E2 receptor EP2 subtype (Homo sapiens), P43116; EP2-expressing cells, cAMP HTRF FRET, PGE2 co-stimulation; induction, % at 25 µM; actives 0.83% (n = 260,000);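 active = compounds whose cAMP rise, as percent of the full-agonist control response, exceeds 60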;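 also: rat C6 glioma line stably carrying human EP2 under a CMV promoter; the protocol text gives 20 µM as final concentration; 100% = response of wells given 1 µM PGE2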
eIF4E-4G inh = eIF4E–eIF4G protein interaction inhibitors, primary screen, biochemical, uHTS, TR-FRET, eIF4GI fragment. TR-FRET eIF4E-eIF4GI(517-606) binding, 2 h. inhibition, % at 21.7 µM. actives 0.37% (n = 220,000);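 active = inhibition above about 30%, limit read from the data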;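 also: 0% = full FRET control wells and 100% = background wells lacking eIF4GI fragment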
p97 ATPase inh = inhibitors of human p97 ATPase, primary screen, biochemical. inhibition, % at 8 µM. Transitional endoplasmic reticulum ATPase (Homo sapiens), P55072. recombinant p97 ATPase, Kinase-Glo ATP luminescence, 3 h. actives 0.42% (n = 220,000); in the data active = inhibition above about 15%;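 also: 0% = DMSO vehicle and 100% = wells lacking enzyme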
NPY2 pot ag = NPY-Y2 potentiators or agonists, primary screen, cell-based; Neuropeptide Y receptor type 2 (Homo sapiens), P49146; cells expressing NPY-Y2, potentiator/agonist read-out; activation, % at 3.6 µM; actives 0.45% (n = 220,000); AID 1359, 2008; in the data active = activation above about 27%;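 also: cells stimulated with NPY near EC25 plus isoproterenol at EC100; 0% = vehicle plus submaximal agonist and 100% = vehicle plus saturating agonist; some results beyond the cut were filed as inactive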
Target sequence (P49146 whole entry, looked up): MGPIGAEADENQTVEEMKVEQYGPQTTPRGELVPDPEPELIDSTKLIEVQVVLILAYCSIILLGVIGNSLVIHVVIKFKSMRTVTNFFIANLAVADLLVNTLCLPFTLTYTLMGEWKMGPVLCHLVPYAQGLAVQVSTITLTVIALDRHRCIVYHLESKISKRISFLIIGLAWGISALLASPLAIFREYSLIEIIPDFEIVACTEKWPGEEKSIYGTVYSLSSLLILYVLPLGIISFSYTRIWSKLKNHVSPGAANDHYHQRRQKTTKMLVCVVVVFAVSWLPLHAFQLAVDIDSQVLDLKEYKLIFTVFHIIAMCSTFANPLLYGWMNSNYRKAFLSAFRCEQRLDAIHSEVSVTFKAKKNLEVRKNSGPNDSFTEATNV
S1P4 antag = S1P4 receptor antagonists, primary screen, cell-based; actives 0.26% (n = 220,000); inhibition, % at 4.98 µM; S1P4-expressing cells, antagonist mode, reporter read-out; Sphingosine 1-phosphate receptor 4 (Homo sapiens), O95977; AID 1510, 2009; in the data active = inhibition above about 29%;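 also: 0% = wells stimulated with agonist and 100% = vehicle wells without agonist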
NPY-Y1 antag = NPY-Y1 receptor antagonists, primary screen, cell-based | Neuropeptide Y receptor type 1 (Homo sapiens), P25929 | HEK293-CNG Y1 cells, membrane potential fluorescence; NPY at EC95, then isoproterenol | inhibition, % at 3.6 µM | actives 1% (n = 200,000) | AID 1040, 2008;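 active = inhibition above the campaign mean inhibition of all tested compounds plus 3 SD, cut at about 20% in these data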;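 also: 0% = DMSO wells given NPY plus isoproterenol and 100% = isoproterenol alone without NPY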
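Material: HEK293 Y1/CNG channel cell line; also added: NPY (25 nM), isoproterenol (1 µM), Ro 20-1724 (25 µM); doses: one concentration, 3.6 µM, in 0.4% DMSO; schedule: compound incubation 1 h at room temperature, readout 45 min post-stimulation; technique: membrane potential fluorescence; measure: fluorescence ratio normalized to % inhibition between controls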
EP2 antag = human EP2 receptor antagonists, primary screen, TR-FRET cAMP, C6 glioma cells; Prostaglandin E2 receptor EP2 subtype (Homo sapiens), P43116; C6 glioma cells expressing human EP2; cells stimulated with saturating PGE2; inhibition, % at 25 µM; actives 0.52% (n = 260,000); AID 1422, 2008;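 active = percent inhibition above 40 after rounding to a whole number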;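 also: rat C6 glioma host cells with rolipram phosphodiesterase inhibitor present; the protocol text gives 20 µM as final concentration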
NPY-Y1 PAM-ag = NPY-Y1 receptor potentiators or agonists, primary screen, cell-based | NPY-Y1 expressing cells, potentiator/agonist activation | activation, % at 3.6 µM | actives 0.37% (n = 220,000) | AID 1304, 2008; in the data active = activation above about 33%, passing the limit was not always enough;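 also: cells stimulated with NPY at EC10 then isoproterenol at EC100; 0% = low agonist plus stimulus and 100% = saturating agonist plus stimulus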
Active calls of the source: *; · = no result given; & = joins results of further samples; [ ] = dose if it differs, or a comment.

SMILES	S1P4 ag	EP2 mod	eIF4E-4G inh	p97 ATPase inh	NPY2 pot ag	S1P4 antag	NPY-Y1 antag	EP2 antag	NPY-Y1 PAM-ag
CC(=O)Nc1ccc2nc(-c3ccncc3)[nH]c2c1	-0.6	-7	0	3	0	-5	0	5	-29
Cc1cccc(OCCC(=O)Nc2cc(S(=O)(=O)N3CCCCC3)ccc2N2CCOCC2)c1	-1.5	16	3	0	3	4	3	5	10
O=C1CN(S(=O)(=O)c2cc(Cl)ccc2Cl)CCN1	1.1	23	0	4	2	9	1	5	-6
COc1ccc(C(=O)Nc2ccc(N3CCOCC3)cc2)cc1S(=O)(=O)NC1CCCC1	2.3	-5	5	1	10	-12	-2	9	13
COc1ccc(C)cc1S(=O)(=O)N(CC(=O)Nc1cc([N+](=O)[O-])ccc1C)c1ccc(C)c(C)c1	1.1	15	-2[fluorescence artefact?]	9	-2	-9	2	10	14
N/C(=N\OS(=O)(=O)c1ccc(Cl)cc1)c1ccncc1	3.2	-26	-5	3	3	2	4	9	1
CC(C)Cc1ccc(S(=O)(=O)N2CCCC2)cc1	1.3	7	-7	4	-6	2	0	9	4
Clc1ccccc1/C=C/C=N/Nc1nc(N2CCOCC2)nc(N2CCOCC2)n1	1.4	11	-1	-1	9	3	1	1	0
Cn1nc(C(=O)Nc2nc(-c3ccc(F)cc3)cs2)ccc1=O	-3.0	-10	0	-11	-1	-2	·	11	-11
CC(C)CN1CCN(Cc2cccc3ncccc23)CC1CCO (configuration not stated)	0.0	12	4	1	-1	-4	3	6	8
Cc1noc(C)c1S(=O)(=O)N(CC(=O)N1CCc2ccccc21)c1ccc(C(C)C)cc1	-1.3	38	1	-5	-4	-7	4	16	-10
CCCC(=O)Nc1nnc(SCC(=O)NCc2cccs2)s1	0.3	-7	-4[fluorescence artefact?]	-4	10	-14	-1	8	28
O=c1[nH]ncc(NCc2ccc(Cl)cc2)c1Cl	-0.1	-40&-1	-2	5	-7	-19	9	8&2	-4
CC1CC(C)CN(C(=O)c2ccc(CSc3nc4ccncc4[nH]3)cc2)C1 (configuration not stated)	-0.3	24	4	2	0	19	1	8	-19
COCCn1c(N)c(S(=O)(=O)c2cccs2)c2nc3ccccc3nc21	2.1	-17	-1	-1	-9	-6	-4	9	-2
O=C(c1ccc(F)cc1)c1ccc(CN2C(=O)c3ccccc3C2=O)o1	1.4	-20	4	-5	-1	-14	4	7	-27
Cc1nn(Cc2ccc(F)cc2)c(C)c1NC(=O)c1noc2c1CCc1ccccc1-2	-1.2	2	5	-6	3	0	4	12	-12
Cc1ccc2c(CC(=O)OCc3nc(N)nc(Nc4ccccc4C)n3)coc2c1	-0.3	-18	2[fluorescence artefact?]	-1	-6	-1	1	8	-2
O=C(O)c1ncc(Cl)c(Cl)c1Cl	1.5&-1.1	22&12	-2&-2	7&5	3&-1	-5&-5	·	4&7	20&-6
Cc1cc(Cl)c(S(=O)(=O)Nc2ccon2)cc1OCC(=O)NC1CCCCC1	-1.2	11	5	2	-4	-16	9	4	-14
Cc1cc(Nc2ccccc2)nn1C(=O)c1ccc(Cl)cc1	1.1	22	2	-3	-10	2	0	·	-29
CCN(CC)CC(O)CCCCCCCCC(=O)OC (configuration not stated)	3.4	-22	0	8	-2	9	·	7	27
O=C(COC(=O)c1ccc2c(c1Cl)C(=O)c1ccccc1C2=O)NC1CC1	1.4	-52	19[fluorescence artefact?]	25*	-5	-16	-2	7	1
O=C(CSc1nc2ccccc2nc1SCC(=O)N1CCCCC1)N1CCCCC1	-0.1	32	-6	0	-18	-21	6	·	-9
CC(C)c1cc(=O)n2[nH]c(N)nc2n1	0.4	25	-2	3	-11	4	3	5	14
O=C(Nc1ccc(F)cc1F)c1cc2ncc(CCCl)cn2n1	0.2	-55	2	-1	-6	-10	4	11	-6
CCc1nc(C)ccc1OCC(=O)N1CCc2c([nH]c3ccccc23)C1c1ccccn1 (configuration not stated)	0.8	-56	1	2	1	6	6	16	1
C[C@H](NC(=O)OC(C)(C)C)C(=O)N/N=C/c1cccc2nccnc12	0.6	-27	-2	-5	-9	3	·	8	-16
CSc1ccc(CN2CCN(C(C)C)C(CCO)C2)cc1 (configuration not stated)	0.6	22	2	-2	3	-2	1	3	-9
COc1ccccc1NC(=O)Cn1cnc2sc(C)c(S(=O)(=O)N3CCCCC3)c2c1=O	1.7	-1	-2[fluorescence artefact?]	1	-4	3	3	8	14
CN1CCN(CCCC(=O)c2ccc(C3CCCC3)cc2)CC1	0.4	-36	7	-6	-11	-34	26*	17	-51
CCCc1cc(=O)[nH]c(SCC(=O)N(C)Cc2ccccc2)n1	1.2	32	-1[fluorescence artefact?]	1	-8	-6	7	15	9
CCC(C)NC(=O)c1ccccc1-c1nc2ccccc2[nH]1 (configuration not stated)	3.6	-12	2	4	-2	6	10	5	5
CCc1ccc2oc(=O)cc(CN3CCOCC3)c2c1	-0.2	12	3	-3	6	4	0	14	-8
CC1Cc2ccccc2N1C(=O)C12CCC(C)(C(=O)C1)C2(C)C (configuration not stated)	-0.1	20	0	4	2	-21	1	8	-9
Cn1ccnc1C(=O)c1cc(=O)c2ccccc2o1	0.9	-9	-2	13	11	0	-4	17	14
Cc1cc(C)c(NC(=O)c2sc3nc4c(cc3c2N)C(=O)CC(C)(C)C4)c(C)c1	-1.0	-1	-2[fluorescence artefact?]	-5	-25	14	-1	5	-21
O=C(N/N=C/c1cccc(OCC(=O)N2CCCC2)c1)C(=O)Nc1ccccc1F	0.8	-6	5	-1	5	-41	13	0	-5
Cn1c(=O)[nH]c(=O)c2c1nc(N1CCCCCC1)n2CCN1CCCCCC1	-3.1	19&0	3	-2	-1	9	3	5&9	-9
CC(C)c1ccc(CC(C)C2C3=C(CCCC3=O)OC3=C2C(=O)CCC3)cc1 (configuration not stated)	0.6	27	-2	-8	9	-4	-6	15	10
Cn1c(C(=O)OC(C(=O)NC2CCCCC2)c2ccncc2)cc2sccc21 (configuration not stated)	-0.9	-39	-9	-3	-18	-11	12	9	-36
CCOC(=O)c1c[nH]n(-c2ccc(C)cc2)c1=O	0.5	13	-3	6	12	-13	-6	9	13
CCOC(=O)C1CCN(C(=O)c2cccc(S(=O)(=O)Nc3ccc(C)cc3C)c2)CC1	-0.4	6	3	-2	5	-12	1	2	8
CC(C)c1ccc(NC(=O)COc2nncc3ccccc23)cc1	-0.3	2	-3	4	0	-9	-5	8	-12
O=C(NCc1ccccc1)NC1(C(=O)N2CCN(c3ccccc3)CC2)CCCCC1	0.1	25	-4	5	13	6	-7	12	23
CC(C)(C)NC(=O)CN(C(=O)c1ccc(CN2CCOCC2)o1)c1ccc2c(c1)OCCO2	0.3	35	1[fluorescence artefact?]	1	1	-6	1	5	4
CCOC(=O)Cc1cnc(NC(=O)CSc2nc(C)c(CC)c(=O)[nH]2)s1	0.3	-1	1	4	-11	-2	1	7	-21
CC(=O)Nc1ccc(CN2CCCC(C(=O)c3cccc(C(F)(F)F)c3)C2)cc1 (configuration not stated)	-0.5	-12	1	0	1	-3	4	6	13
O=C(NCCCN1CCC(Cc2ccccc2)CC1)C1CCC(=O)N1C1CCCC1 (configuration not stated)	-0.4	-1	2	6	-16	-18	5	9	-16
COc1ccccc1CNc1ccc(N2CCCCC2)cc1	-1.2	-9	-4	0	23	-3	-9	4	24
Following part.
SMILES	S1P4 ag	EP2 mod	eIF4E-4G inh	p97 ATPase inh	NPY2 pot ag	S1P4 antag	NPY-Y1 antag	EP2 antag	NPY-Y1 PAM-ag
O=C(c1ccc(Br)s1)N1CCN(Cc2ccc3c(c2)OCO3)CC1	0.6	-27	-5	-2	15	-14	1	8	6
Brc1[nH]nc2ccccc12	-0.1	0	2	8	9	4	-3	8	-3
CN(C)S(=O)(=O)N1CCN(S(=O)(=O)N2CCOCC2)CC1	0.5	10&-6	2	5	2	9	1	9&4	6
CCNS(=O)(=O)c1ccc(NC(=O)CC(C)c2ccccc2)cc1 (configuration not stated)	1.1	-6	-4	-1	6	8	2	7	12
CC(C)C(c1nnnn1Cc1ccco1)N1CCC(C(N)=O)CC1 (configuration not stated)	0.7	24	0	2	-5	-4	4	11	4
CCOC(=O)C(=O)N=Nc1c(O)n(C)c2ccccc12	-1.0	22	2	2	3	8	4	6	1
COCCCN1C(=O)CS/C1=N\S(=O)(=O)c1ccccc1	-0.3	20	-5	2	-11	-12	·	5	7
NC(N)=N/N=C/c1cccc([N+](=O)[O-])c1O	-1.4	7	1	-1	-6	-6	-1	6	8

Complete entries, looked up by structure.
Entry for `NC(N)=N/N=C/c1cccc([N+](=O)[O-])c1O` = S1P4 ag = -1.4; EP2 mod = 7; eIF4E-4G inh = 1; p97 ATPase inh = -1; NPY2 pot ag = -6; S1P4 antag = -6; NPY-Y1 antag = -1; EP2 antag = 6; NPY-Y1 PAM-ag = 8
Entry for `CCOC(=O)C(=O)N=Nc1c(O)n(C)c2ccccc12` = S1P4 ag = -1.0; EP2 mod = 22; eIF4E-4G inh = 2; p97 ATPase inh = 2; NPY2 pot ag = 3; S1P4 antag = 8; NPY-Y1 antag = 4; EP2 antag = 6; NPY-Y1 PAM-ag = 1

11 compounds out of the list, arranged by number of heavy atoms, rising.
SMILES	S1P4 ag	EP2 mod	eIF4E-4G inh	p97 ATPase inh	NPY2 pot ag	S1P4 antag	NPY-Y1 antag	EP2 antag	NPY-Y1 PAM-ag
Brc1[nH]nc2ccccc12	-0.1	0	2	8	9	4	-3	8	-3
NC(N)=N/N=C/c1cccc([N+](=O)[O-])c1O	-1.4	7	1	-1	-6	-6	-1	6	8
CCOC(=O)C(=O)N=Nc1c(O)n(C)c2ccccc12	-1.0	22	2	2	3	8	4	6	1
CN(C)S(=O)(=O)N1CCN(S(=O)(=O)N2CCOCC2)CC1	0.5	10&-6	2	5	2	9	1	9&4	6
COc1ccccc1CNc1ccc(N2CCCCC2)cc1	-1.2	-9	-4	0	23	-3	-9	4	24
O=C(c1ccc(Br)s1)N1CCN(Cc2ccc3c(c2)OCO3)CC1	0.6	-27	-5	-2	15	-14	1	8	6
CCOC(=O)Cc1cnc(NC(=O)CSc2nc(C)c(CC)c(=O)[nH]2)s1	0.3	-1	1	4	-11	-2	1	7	-21
CC(=O)Nc1ccc(CN2CCCC(C(=O)c3cccc(C(F)(F)F)c3)C2)cc1 (configuration not stated)	-0.5	-12	1	0	1	-3	4	6	13
O=C(NCCCN1CCC(Cc2ccccc2)CC1)C1CCC(=O)N1C1CCCC1 (configuration not stated)	-0.4	-1	2	6	-16	-18	5	9	-16
O=C(NCc1ccccc1)NC1(C(=O)N2CCN(c3ccccc3)CC2)CCCCC1	0.1	25	-4	5	13	6	-7	12	23
CC(C)(C)NC(=O)CN(C(=O)c1ccc(CN2CCOCC2)o1)c1ccc2c(c1)OCCO2	0.3	35	1[fluorescence artefact?]	1	1	-6	1	5	4

High-throughput results: PubChem, several laboratories

Some of the compounds tested. The share of hits here may be higher or lower than overall.
